MrgX1 allo act – positive allosteric modulators of MrgX1, primary screen, HEK293 cells, Fluo-4 calcium flux; 0.63% of 310,000 active; B-score at 10 µM; AID 588675, 2011; FDSS; active compounds read high;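 active = plate-corrected calcium response at least 3 library SD above typical, normal starting fluorescence, not activating the receptor alone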;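 note: compound read alongside a low EC10 to EC30 dose of BAM8-22 agonist; peak minus trough fluorescence over baseline measured at the second addition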
MrgX1 ag – agonists of human MrgX1 receptor, primary screen, HEK293 cells, Fluo-4 calcium flux. Mas-related G-protein coupled receptor member X1 (Homo sapiens), Q96LB2. Fluo-4 calcium fluorescence, agonist mode; active compounds read high. B-score at 10 µM. 0.44% of 310,000 active. AID 588627, 2011;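 active = calcium response B-score plate-corrected fluorescence ratio at least 3 library SD, with starting fluorescence B-score inside 5 SD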
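Material: MrgX1-expressing HEK293 cells; input: 15,000 cells per well; doses: test compound given as first of three sequential additions; schedule: overnight plating before 1 h dye loading; technique: Fluo-4 NW calcium-flux fluorescence, kinetic read; evaluation: baseline-normalised fluorescence change ratio, B-scored; control set: plate-wise positive and negative controls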
MrgX1 antag – antagonists of human MrgX1 receptor, primary screen, HEK293 cells, Fluo-4 calcium flux | Mas-related G-protein coupled receptor member X1 (Homo sapiens), Q96LB2 | B-score at 10 µM | 1.3% of 310,000 active | BAM8-22 antagonism; active compounds read low;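 active = calcium-response B-score plate-corrected more than 3 library SD below zero, starting fluorescence within 5 deviations, no agonist response on first addition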;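 note: peak minus trough fluorescence over baseline after final BAM8-22 challenge near maximal dose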
RGS4 inh – RGS4 inhibitors, primary screen, cell-based, HEK293 M3R inducible RGS4, calcium flux; B-score at 10 µM; Regulator of G-protein signaling 4 (Homo sapiens), P49798; Fluo-4 calcium flux; active compounds read high; triggered by carbachol at its EC20; 0.45% of 310,000 active;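 active = B-score, a plate-corrected calcium signal, over three deviations above library mean, with baseline fluorescence within five deviations of library mean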;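 note: RGS4 expression induced by doxycycline in cells with stable M3 receptor; B-score is computed from the integrated fluorescence ratio over baseline after carbachol; higher B-score means a larger calcium signal and so more RGS4 inhibition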
TRPC4 inh – inhibitors of mouse TRPC4 channel, primary screen, Fluo4 calcium, HEK293 TRPC4beta/mu-opioid cells. DAMGO-evoked Fluo4 calcium flux; active compounds read low. B-score at 10 µM. 0.39% of 300,000 active;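 active = B-score over 3 SD under the library average, no early fluorescence shift, positive overall ratio signal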
Target sequence (Q9QUQ5 whole entry, looked up): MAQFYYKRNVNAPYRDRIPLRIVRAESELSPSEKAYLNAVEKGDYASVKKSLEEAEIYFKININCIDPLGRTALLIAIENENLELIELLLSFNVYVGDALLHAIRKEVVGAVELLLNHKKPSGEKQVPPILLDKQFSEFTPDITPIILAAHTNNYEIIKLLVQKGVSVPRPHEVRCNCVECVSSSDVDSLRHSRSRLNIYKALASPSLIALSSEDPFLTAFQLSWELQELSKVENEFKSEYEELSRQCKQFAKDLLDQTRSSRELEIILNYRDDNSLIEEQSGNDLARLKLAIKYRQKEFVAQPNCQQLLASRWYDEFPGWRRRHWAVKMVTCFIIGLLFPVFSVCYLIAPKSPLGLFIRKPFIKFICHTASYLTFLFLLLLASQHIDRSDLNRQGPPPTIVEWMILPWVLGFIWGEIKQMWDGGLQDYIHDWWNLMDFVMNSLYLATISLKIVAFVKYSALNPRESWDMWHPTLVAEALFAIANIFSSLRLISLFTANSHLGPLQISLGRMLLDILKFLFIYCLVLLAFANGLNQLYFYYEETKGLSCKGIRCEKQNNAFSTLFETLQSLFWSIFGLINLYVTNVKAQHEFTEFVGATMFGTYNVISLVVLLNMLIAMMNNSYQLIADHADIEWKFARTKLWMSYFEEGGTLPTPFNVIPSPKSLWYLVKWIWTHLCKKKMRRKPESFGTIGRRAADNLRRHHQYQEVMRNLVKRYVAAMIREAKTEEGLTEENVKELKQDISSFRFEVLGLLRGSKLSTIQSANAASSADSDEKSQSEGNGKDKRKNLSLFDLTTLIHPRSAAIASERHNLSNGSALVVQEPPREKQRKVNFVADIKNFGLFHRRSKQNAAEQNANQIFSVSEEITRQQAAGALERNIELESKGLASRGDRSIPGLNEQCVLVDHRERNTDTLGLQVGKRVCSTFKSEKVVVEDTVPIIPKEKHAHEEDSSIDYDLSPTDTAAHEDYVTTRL
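Material: HEK293 cells with stable TRPC4beta plus mu-opioid receptor expression; probe or stimulus: DAMGO in two steps, submaximal then maximal; technique: Fluo4 calcium fluorescence by kinetic imaging, 5 s 1 Hz baseline; measure: integrated fluorescence ratio relative to baseline, converted to per-well B score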
SKKanGAS inh – S. pyogenes SKKanGAS growth inhibitors in kanamycin, primary screen, streptokinase expression inhibitor project, SKKanGAS strain, BacTiter-Glo luminescence | 6 h | inhibition, % at 7.5 µM | 1.3% of 300,000 active;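 active = mean replicate score, as percent of positive control median, at least 50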;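 note: strain carries kanamycin resistance gene driven by streptokinase promoter and grows in 40 µg/ml kanamycin; loss of luminescence reflects streptokinase promoter inhibition or plain growth inhibition; 0% = median of DMSO wells and 100% = positive control at its reference dose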
TRPC6 inhibitor – mouse TRPC6 channel inhibitors, primary screen, cell-based, HEK293, membrane potential dye. Short transient receptor potential channel 6 (Mus musculus), Q61143. ACh-evoked depolarization; active compounds read low. B-score at 10 µM. 1.1% of 310,000 active;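 active = B-score under library mean minus 3 SD, initial fluorescence not abnormally high, positive integrated signal ratio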;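 note: B-score derived from integrated fluorescence ratio over the kinetic read; more negative B-score means stronger inhibition of depolarization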
TRPC6 act – mouse TRPC6 channel activators, primary screen, cell-based, HEK293, membrane potential dye. Short transient receptor potential channel 6 (Mus musculus), Q61143. HEK293-TRPC6 membrane potential dye fluorescence; active compounds read high. B-score at 10 µM. 0.13% of 310,000 active. AID 2550, 2010;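 active = B-score of the integrated fluorescence ratio above library mean plus 3 SD, and starting fluorescence ratio within library mean plus 5 SD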;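 note: higher score means more depolarization so channel activation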
RGS4 pot – RGS4 potentiators or activators, primary screen, cell-based, HEK293 M3R inducible RGS4, calcium flux | AID 463111, 2010 | 0.92% of 310,000 active | carbachol calcium flux Fluo4; active compounds read low | B-score at 10 µM;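 active = B-score of the integrated calcium signal more than 4 SD below the library mean, with starting fluorescence not abnormally high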;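 note: negative B-score means reduced calcium response which marks RGS4 activation or potentiation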
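Reagent: ECmax carbachol challenge; Test system: M3R-expressing HEK293 line, RGS4 induced by doxycycline; Schedule: overnight RGS4 induction, 30 min dye load 37 °C, 20 min compound RT; Detection: calcium dye Fluo4 fluorescence; Read-out: Agonist-evoked peak-minus-minimum fluorescence over baseline, integrated ratio, B score.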
Platelet DG rel – inhibitors of platelet dense granule secretion, primary screen, cell-based, MLPCN, human platelets. inhibition, %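 (compounds screened at 7.5 µM in platelet-rich plasma)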. human platelet-rich plasma, SFLLRN dense granule ATP release, luminescence. AID 1663, 2009. 0.22% of 300,000 active;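 active = mean replicate score, as percent of positive control, at or above 50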
HIF activator – HIF pathway transcriptional activators, primary screen, cell-based, U2OS HRE-luciferase, luminescence; U2OS HRE-luciferase reporter; normalized: DMSO 0%, desferrioxamine 100%; activation, % at 7.5 µM (by protocol); 0.32% of 300,000 active;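 active = mean activation of at least 10% of the iron chelator positive control signal, with at least half of replicates also reaching 10%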
* hit, by the source's call; i = inactive; nt = not tested or not shown.

SMILES	MrgX1 allo act	MrgX1 ag	MrgX1 antag	RGS4 inh	TRPC4 inh	SKKanGAS inh	TRPC6 inhibitor	TRPC6 act	RGS4 pot	Platelet DG rel	HIF activator
CCC(C)C(NC(=O)OCc1ccccc1)C(=O)NC(Cc1ccc(O)cc1)C(=O)OC (centres undefined)	i	i	i	i	i	1	i	i	i	2	0.4
CCn1ncc(CNC(=O)C2(C)CC2(Cl)Cl)c1C (centres undefined)	i	i	i	i	i	0	i	i	i	7	nt
Cc1occc1-c1nnc(SCC(=O)NC2CCCC2)n1-c1ccccc1	i	i	i	i	i	-5	i	i	i	-1	-1.2
COc1ccc2nc(SCCN(C)C)[nH]c2c1	i	i	i	i	i	7	i	i	i	5	0.6
CCN1CCN(c2ccc([N+](=O)[O-])cc2C(=O)c2ccc(Cl)cc2)CC1	i	i	i	i	i	2	-6.1*	i	-7.5*	-19	3.2
Cc1cc(C)c(NC(=O)COC(=O)CCn2c(C)csc2=O)c(C)c1	i	i	i	i	i	7	i	i	i	2	-0.9
O=C(CCn1c(=O)oc2ccccc21)N1CCN(c2ccccc2Cl)CC1	i	i	i	i	i	-2	i	i	i	8	1.9
CCOC(=O)C1CCCN(C(=S)NC(=O)/C=C/c2ccc(F)cc2)C1 (centres undefined)	i	i	i	i	i	-9	i	i	i	-7	-0.1
CCc1[nH]nc2c1C(C(C)C)C(C#N)=C(N)O2 (centres undefined)	i	i	i	i	i	-5	i	i	i	9	-0.4
N#Cc1cc2c(nc1Cl)CCC2	i	i	i	i	i	-7	i	i	i	nt	nt
NC(=S)Nc1cc(Cl)cc(Cl)c1	i	i	i	i	i	-4	i	i	i	8	-0.1
COc1ccc(C)cc1S(=O)(=O)N(CC(=O)Nc1cccc([N+](=O)[O-])c1)c1ccccc1	i	i	i	i	i	12	i	i	i	-5	-0.1
CCOC(=O)c1sc(-c2ccc(OC)cc2)cc1NC(C)=O	nt	nt	nt	i	i	22	i	i	i	9	2.7
Nn1c(SCc2ccc(C(=O)O)cc2)nnc1-c1ccc(Cl)cc1Cl	i	i	i	i	i	4	i	i	i	-8	0.0
O=C(Nc1nccs1)c1cn(-c2ccccc2)nc1-c1ccccc1	i	i	i	i	i	22	i	i	i	-33	0.0
CCCN1C(=O)c2cc(C(=O)Nc3ccc(OC)c(OC)c3)ccc2C1Nc1ccc(OC)c(OC)c1 (centres undefined)	i	i	i	i	i	7	i	i	i	6	-0.2
CC(=O)N1CCN(c2ccnc3cc(Cl)ccc23)CC1	i	i	i	i	i	7	i	i	i	11	0.4
N#C/C(=C\c1ccc(OC(F)F)cc1)C(=O)N1CCCCC1	i	i	i	5.8*	i	-5	i	i	i	-2	-0.1
CC(C)CCNC(=O)CN1N=C(c2ccc(Cl)cc2)CCC1=O	i	i	i	i	i	-5	i	i	i	-2	0.2
COc1ccccc1NC(=O)c1ccc(COc2ccc3c(c2)CCC3)cc1	i	i	i	i	i	3	i	i	i	-1	-0.5
CCCc1cc(=O)oc2cc(OC(C)C(=O)NCC3CCC(C(=O)O)CC3)c(Cl)cc12 (centres undefined)	i	i	i	i	i	4	i	i	i	-3	0.5
CCOC(=O)/C=C/C(=O)N1CCN(C(=O)/C=C/C(=O)OCC)CC1	i	i	i	i	i	2	i	i	i	-1	-0.4
Cc1ccc(N2CC(C(=O)OCc3nnc(-c4ccccc4)o3)CC2=O)cc1 (centres undefined)	i	i	i	i	i	0	i	i	i	-5	0.7
COc1cc(NS(=O)(=O)c2ccc(NC(=S)NC(=O)C(C)(C)C)cc2)nc(OC)n1	i	i	i	i	i	10	i	i	i	3	0.1
CCOC(=O)c1c(C)n(C)c2ccc(OC)c(NC(=O)CN3CCSCC3)c12	i	i	i	i	i	4	i	i	i	11	0.1

The list goes on.
SMILES	MrgX1 allo act	MrgX1 ag	MrgX1 antag	RGS4 inh	TRPC4 inh	SKKanGAS inh	TRPC6 inhibitor	TRPC6 act	RGS4 pot	Platelet DG rel	HIF activator
O=C(Nc1cccc(F)c1)OC(CN1CCCCC1)C(F)(F)F (centres undefined)	7.2*	i	i	i	i	-5	i	i	i	3	-0.3
Cc1ccc2oc(=O)cc(CN3CCN(Cc4ccccc4)CC3)c2c1	i	i	i	i	i	6	i	i	i	4	-0.6
Cc1cccc(NC(=O)[C@@H]2CCCN2C(=O)OC(C)(C)C)c1C	i	i	i	i	i	-4	i	i	i	4	-0.6
C/C(=N\NC(=O)C1COc2ccccc2O1)c1ccccn1 (centres undefined)	i	i	i	i	i	25	i	i	i	10	1.3
COc1ccc(-n2c(CCc3ccccc3)n[nH]c2=S)cc1	i	i	i	i	i	12	i	i	i	3	-0.7
Cc1cc(OCC(=O)N2CCC(C(=O)O)CC2)c2c(C)c(C)c(=O)oc2c1	i	i	i	i	i	1	i	i	i	7	-0.3
CCc1ccc(C2NC(=S)NC3=C2C(=O)N(c2ccccc2OC)C(c2ccc(CC)cc2)N3)cc1 (centres undefined)	i	i	i	i	i	7	i	i	i	-1	-0.5
Cc1noc(C)c1CSCC(=O)N(C)CC(=O)Nc1ccccc1Cl	i	i	i	i	i	-3	i	i	i	-1	-0.1
COc1cccc(-c2nn(-c3ccccc3)cc2CNC(C)Cn2cncn2)c1 (centres undefined)	i	i	i	i	i	-10	i	i	i	3	0.2
CC(Oc1ccc2ccc(=O)oc2c1)C(=O)c1ccccc1 (centres undefined)	i	i	i	i	i	1	i	i	i	3	-0.5
CCOc1ccc(S(=O)(=O)N2CCN(Cc3ccccc3)CC2)cc1	i	i	i	i	i	-2	i	i	i	0	-6.2
CCOC(=O)/C=C/C(=O)Nc1ccc(-c2nnc3n2CCCCC3)cc1	i	i	i	i	i	0	i	i	i	-2	0.0
CC(=O)Nc1ccc(NC(=O)CSc2ccc(-c3cccnc3)nn2)cc1	i	i	i	i	i	-1	i	i	i	5	-0.2
COc1ccc(Cn2nnnc2C(c2cccs2)N2CCN(c3ccccc3)CC2)cc1 (centres undefined)	i	i	i	i	i	3	i	i	i	-4	-0.2
CS(=O)(=O)N1CCc2cc(C(=O)NC3CC3)ccc21	i	i	i	i	i	-5	i	i	i	8	-0.3
CC(C)=NNc1nc2c(c(=O)n(C)c(=O)n2C)n1C	i	i	i	i	i	23	i	i	i	4	0.0
O=C1CN(C(=O)COC(=O)Cc2ccsc2)c2ccccc2N1	i	i	i	i	i	-6	i	i	i	0	0.3
CCOC(=O)c1ccc(N2Cc3ccccc3C2=NC(=O)c2cccc([N+](=O)[O-])c2)cc1	i	i	i	i	i	2	i	i	i	6	2.6
CCC(C)NC(=O)c1cc(-c2ccc3c(c2)OCO3)on1 (centres undefined)	i	i	i	i	i	-12	i	i	i	3	1.2
CC(c1ccccc1)n1c(Cn2ncc3ccccc3c2=O)n[nH]c1=S (centres undefined)	i	i	i	i	i	-6	i	i	i	-2	-0.8
CCCCCCN=C1CC(C)(C)CC(=O)/C1=C(/O)CCC	i	i	i	i	i	0	i	i	i	6	0.4
CN1CCc2nc(NC(=O)COc3ccc4ccccc4c3)sc2C1	i	i	i	i	i	3	i	i	i	-5	4.6
NS(=O)(=O)c1cccc(NC(=O)COc2ncnc3c2cnn3-c2ccccc2)c1	i	i	i	i	i	-14	i	i	i	-31	-0.4
CC1=C(C(=O)Nc2ccccc2C(F)(F)F)C(c2sccc2C)NC(=S)N1 (centres undefined)	i	i	i	i	i	0	i	i	i	-3	1.9
Cc1cccc(NC(=O)CN2C(=S)NC(C)(C)CC2C)c1C (centres undefined)	i	i	i	i	i	4	i	i	i	21	0.7

(cont.)
SMILES	MrgX1 allo act	MrgX1 ag	MrgX1 antag	RGS4 inh	TRPC4 inh	SKKanGAS inh	TRPC6 inhibitor	TRPC6 act	RGS4 pot	Platelet DG rel	HIF activator
CCOC(=O)C1=C(C)N(CCCC(=O)O)C(=O)NC1c1ccc(Br)cc1 (centres undefined)	i	i	i	i	i	-1	i	i	i	0	0.1
COc1ccccc1N1CCN(C(=O)CCCn2nc(C)c([N+](=O)[O-])c2C)CC1	i	i	i	i	i	-1	i	i	i	-2	0.0
CCN(C(=O)CCNC(=O)Cn1cnc2ccccc2c1=O)c1ccccc1F	i	i	i	i	i	-1	i	i	i	7	-0.1
CN(C)c1ccc(/C=N/NC(=O)c2ccc3c(c2)OCO3)cc1	i	i	i	i	i	-1	i	i	i	12	2.4
O=C(CN1C(=O)S/C(=C\c2ccc(Cl)cc2)C1=O)NCCCn1ccnc1	i	i	i	i	i	-2	i	i	i	-31	0.6
COc1ccc(CCNC(=O)CCC(=O)NC2CCCCC2)cc1OC	i	i	i	i	i	0	i	i	i	3	0.6
COC(=O)C1CN(C(=O)C(C)Oc2cc(C)ccc2C(C)C)c2ccccc2O1 (centres undefined)	i	i	i	i	i	15	i	i	i	7	-1.2
S=C(Nc1ccccn1)Nc1ccccc1Cl	i	i	i	i	i	15	i	i	i	3	1.9
CC1CCN(CCc2nc3cc(NC(=O)COc4ccc([N+](=O)[O-])cc4)ccc3n2C)CC1	i	i	i	i	i	8	i	i	i	-1	1.2
O=C(N/N=C/c1ccccn1)c1cc(Br)ccc1O	i	27*	i	i	i	36	i	i	i	2	0.8
O=C(c1ccc(Cn2c(=S)[nH]c3ccccc3c2=O)cc1)N1CCN(c2ccccn2)CC1	i	i	-8*	i	i	20	i	i	i	2	-0.3
C=CCn1c(CNC(=O)c2ccccc2F)nnc1SCc1nc2ccccc2c(=O)[nH]1	i	i	i	i	i	-1	i	i	i	4	0.4

Screening data as filed in PubChem BioAssay.
